# Bioassay records: PubChem, several laboratories
# CF NFkB inh = cystic fibrosis NF-kB activation inhibition. KKLEB NF-kB-GFP reporter, PAF-induced, GFP fluorescence overnight. inhibition, % at 5 µM. hit rate 0.86% among 360,000. AID 588850;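 active = at least 50% inhibition at 5 µM, scaled per plate between neutral and stimulator controls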;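 also: PAF is a Pseudomonas aeruginosa culture filtrate used as stimulus; plate controls were PAF-stimulated DMSO wells for no effect and unstimulated DMSO wells for full effect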
# TWEAK Fn14 block = blocks TWEAK-Fn14 interaction in a reporter cell assay; AID 1159606; hit rate 2% among 360,000; inhibition, % at 10 µM; TWEAK-stimulated Fn14 reporter cells, luciferase luminescence, 8 h; in the data active = inhibition above about 50%
# Shn3 inh set2 = Schnurri-3 reporter inhibition in Clone20 osteoblasts; hit rate 0.52% among 360,000; Clone20 osteoblast Shn3 3'UTR firefly luciferase, 24 h; inhibition, % at 12.5 µM;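 active = mean inhibition of at least 75% with every replicate also reaching 75%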;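 also: 0% = median of neutral control wells and 100% = pilot-screen positive control compound; some compounds past the cut are filed as inactive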
# KKLEB cytotox = reduces viability of KKLEB cystic fibrosis airway cells; KKLEB CF airway cells viability, ATPlite luminescence, overnight; stronger effect = lower value; cells stimulated with P. aeruginosa culture filtrate; activity change (cytotoxicity), % at 5 µM; hit rate 0.36% among 360,000;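 active = corrected activity change at or below -50% at 5 µM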
# NR2F2 inh = blocks human COUP-TFII nuclear receptor; P24468; HEK293T NGFI-A luciferase reporter, luminescence; inhibition, % at 8.6 µM; hit rate 0.7% among 370,000;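 active = inhibition above a per-plate cutoff, mean inhibition of test wells between control levels plus 3 SD, cut at about 38% in these data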;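 also: cells cotransfected with COUP-TFII expression vector driving the NGFI-A reporter; 0% = median of COUP-TF2 test wells and 100% = reporter-only cells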
# NR5A2 inv ag = NR5A2 inverse agonism in reporter assay; HEK293T StAR-luciferase reporter, LRH-1 transfected, 24 h; inhibition, % at 3.6 µM; hit rate 0.13% among 360,000;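 active = inhibition above the mean inhibition of all tested compounds plus 3 SD, cut at about 73% in these data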;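 also: 0% = DMSO wells and 100% = reporter-only cells lacking LRH-1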
# TROY NFkB inh = inhibitors of TROY-dependent NF-kB signaling; inhibition, % at 10 µM; hit rate 0.98% among 360,000; Q293 LMP1-TROYcd NF-kB luciferase reporter, 4 h; AID 1347056;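 active = compounds whose plate-normalised and pattern-corrected inhibition of the luciferase reporter signal at the single screening dose is 50% or more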
# SRC1 inh = inhibitors of human steroid receptor coactivator 1 (SRC1); Q15788; HEK293 GAL4-SRC1 luciferase reporter, luminescence; inhibition, % at 3.6 µM; hit rate 0.12% among 360,000; AID 588354;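 active = inhibition above the campaign mean plus 3 SD, with each screening campaign given its own cutoff, cut at about 60% in these data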;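 also: 0% = DMSO treated cells and 100% = gossypol at 36 µM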
# LMP1 NFkB inh = reduces LMP1-driven NF-kappaB luciferase signal; hit rate 0.69% among 350,000; LMP1-induced NF-kappaB luciferase reporter cells, luminescence; inhibition, % at 12.5 µM; AID 504558; in the data active = inhibition above about 41%;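 also: 0% = neutral control wells and 100% = reference inhibitor control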
# TRAIL sens C8 = caspase-8 TRAIL sensitization; AID 624354; hit rate 1% among 360,000; NB7+C8 cells + TRAIL, ATPlite viability luminescence; inhibition (viability loss, TRAIL sensitization), % at 10 µM;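 active = compounds causing at least 50% loss of cell viability in the single-dose screen, relative to plate controls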
# NCOA3 inh = human NCOA3 inhibition | Q9Y6Q9 | HEK293 GAL4-SRC3 luciferase reporter, luminescence | inhibition, % at 3.6 µM | hit rate 0.17% among 360,000;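 active = inhibition above a per-campaign cutoff, the mean of all compounds plus 3 SD, cut at about 60% in these data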;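 also: 0% = DMSO-treated cells and 100% = gossypol-treated cells at 36 µM; higher means less SRC3-driven luciferase light from the GAL4 reporter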
# * marks the source's active call; other numbers are inactive results; . = no result given. Some of the compounds tested, so the mix of outcomes need not match the whole.
molecule	CF NFkB inh	TWEAK Fn14 block	Shn3 inh set2	KKLEB cytotox	NR2F2 inh	NR5A2 inv ag	TROY NFkB inh	SRC1 inh	LMP1 NFkB inh	TRAIL sens C8	NCOA3 inh
COc1ccccc1N1CCN(CC(=O)c2c[nH]c3ccccc23)CC1	19	6	11	-2	5	12	-22	9	-5	-2	18
CN(C(=O)Cn1cnc([N+](=O)[O-])n1)C1CCCCC1	4	-12	-1	4	7	-4	-11	-2	7	-9	-2
CC1(C)CC(=O)C/C(=N\NC(=O)C2CC2c2ccccc2)C1 (stereo not given)	2	-2	-59	-1	7	-1	3	-16	2	-9	-5
O=C(Cn1cc([N+](=O)[O-])cn1)NCc1ccccc1Cl	-14	0	-28	-3	-13	-11	-10	-63	5	15	12
COc1cccc(Nc2nc(-c3sc(NC(=O)CC(C)C)nc3C)cs2)c1	48	4	25	6	12	7	-13	-11	7	2	-9
O=C(NC(=O)c1ccccc1N1CCCCC1)Nc1ccc(Br)cc1	30	-13	-1	-10	-16	0	0	4	0	27	13
CCCC(=O)C1=C(O)C(C(=O)OC)C(C)(C)CC1=N (stereo not given)	-10	7	-4	9	1	-5	-13	-2	3	4	12
COc1ccc(OC)c(Cc2nnc(CCC(=O)N3CCN(C4CCCC4)CC3)o2)c1	-3	-12	-9	-9	1	-35	-72	-38	-2	17	-27
CCc1nnc(NC(=O)c2ccc(F)c(S(=O)(=O)N3CCCCC3)c2)s1	-16	16	18	16	5	7	8	-16	12	-4	21
COc1cccc(C(=O)NNC(=S)NC2CCCCC2)c1	-4	10	-41	8	-31	-74	-43	-50	-7	7	-31
COc1cc([N+](=O)[O-])ccc1NC(=O)NCC1CCN(Cc2ccc(Cl)cc2)CC1	-11	-35	14	0	18	13	8	5	8	-10	12
Cc1cccc(CC(=O)Nc2ccon2)c1	-14	6	-7	-7	18	-10	-11	14	2	0	13
CC(=O)Nc1ccc(Nc2nc(-c3cc4ccccc4oc3=O)cs2)cc1	-80	13	7	16	40*	-55	-6	-25	17	38	-62
O=C(CC1OC(=O)c2ccccc21)Nc1cc(Cl)ccc1N1CCOCC1 (stereo not given)	15	-8	4	-11	-12	14	-5	1	-4	2	8
O=C(CCc1nc2ccccc2c(=O)[nH]1)OCC(=O)c1ccc(C2CCCCC2)cc1	-28	-4	-1	-10	11	-14	-31	-1	-3	5	12
O=C(NN=Cc1cc(Cl)ccc1[N+](=O)[O-])c1ccco1	-5	-1	-13	17	-23	-52	-17	-49	-3	-2	-34
CC(Oc1ccccc1)C(=O)Nc1cccc([N+](=O)[O-])c1 (stereo not given)	-11	-11	10	-3	6	-8	-13	-11	-4	-7	9
COc1ccc(O)c(-c2cc(-c3cccs3)[nH]n2)c1	-24	-3	-27	12	-26	-4	-57	-52	-39	-1	-43
Clc1ncccc1-c1nnn(-c2ccccc2)n1	-4	20	-132	-18	-53	-95	-29	-99	-14	35	-112
COCCn1cnc2c1c(=O)n(CC#N)c(=O)n2Cc1ccccc1	5	34	-8	-6	20	-13	10	-16	-9	-5	-7
COc1ccc(CCNS(=O)(=O)c2ccc3c(c2)NC(=O)CS3)cc1OC	20	2	4	0	-6	4	2	-1	0	12	-3
CC1(C(=O)NS(C)(=O)=O)CCN1C(=O)C/C=C/c1ccccc1 (stereo not given)	5	5	-24	-7	0	1	5	4	.	6	-11
CC(Nc1c([N+](=O)[O-])c(=O)oc2ccccc12)C(Cl)c1ccccc1 (stereo not given)	-8	50*	5	4	-13	2	3	2	6	14	20
O=C(NNC(=O)c1ccncc1)c1ccccc1	2	-7	3	-5	8	-21	-2	-17	6	10	-23
O=Cc1cccn1-c1ncc(Br)cn1	4	-20	-4	-2	0	-2	-20	6	4	-21	-2
CCn1ccnc1CN1CCCC(C(=O)c2ccc3cc(OC)ccc3c2)C1 (stereo not given)	-1	-5	52	2	1	-7	9	11	-1	10	23
O=C(COc1ccccc1Cl)NCCCNC(=O)c1cccnc1	9	-4	68	6	0	-4	-3	-13	-5	-12	-18
COc1ccccc1NS(=O)(=O)c1cc(NC(C)=O)ccc1N1CCCCC1	-16	-3	5	17	-10	-11	-7	5	0	7	13
CC(C)CN(C(=O)CN1CCN(c2ccc([N+](=O)[O-])cc2)CC1)c1c(N)n(CC(C)C)c(=O)[nH]c1=O	-7	4	-19	-7	3	5	-4	-3	-11	5	-14
CC(=O)Nc1cccc(NC(=O)c2cc(-c3cccnc3)nc3ccc(Cl)cc23)c1	17	24	2	-18	7	9	0	-9	-3	8	1
Cc1ccc2cc(C=C(C#N)C#N)c(N3CCCCC3)nc2c1	-26	48	-14	12	-22	17	-19	7	-25	15	-11
Cc1ccc2c(c1)c1nnc(SCC(=O)Nc3ccccc3C(F)(F)F)nc1n2CC(=O)O	10	19	9	-3	-9	-8	2	-5	8	-6	6
COc1ccc(S(=O)(=O)N2CCC(C(=O)NCCC(=O)Nc3ccc(Cl)cc3)CC2)cc1	6	-3	11	-5	0	2	-2	-1	9	2	25
COc1ccc(S(=O)(=O)N(C)CC(=O)NCCC2=CCCCC2)cc1OC	-16	3	1	-4	2	8	4	16	3	-19	15
Cc1c(C(=O)N2CCC(Cc3ccccc3)CC2)cccc1[N+](=O)[O-]	51*	-16	20	-4	25	2	10	1	12	-4	1
CCN(CC)C(=O)c1cc(Cl)ccc1NC(=O)c1ccco1	7	18	-6	1	-15	-9	8	-4	-3	-1	2
Cc1cc(C)c2c(Cn3ccnc3)cc(=O)oc2c1	-8	-5	-10	0	-7	6	-2	-18	-10	17	-10
COc1cccc(/C(O)=C2/C(=O)C(=O)N(CCN(C)C)C2c2ccc(Br)cc2)c1 (stereo not given)	0	-6	-26	10	9	6	12	4	-8	-4	20
CCCOc1ccc(-c2nnc(-c3ccncc3)o2)cc1	0	28	-93	-53*	-47	-103	-21	-85	-16	14	-87
Cc1ccc(NC(=O)CSCC(=O)NCCc2ccccc2)cc1	4	-6	-4	0	-1	9	-12	-21	-2	-13	8
Cc1ccc(N(C)S(=O)(=O)c2cccc(C(=O)Nc3ccc(N4CCOCC4)cc3)c2)cc1	-2	13	47	-3	15	-4	9	-3	8	15	7
Cc1cccc(CN2C(=O)/C(=C\c3ccc(C(=O)NCCN4CCOCC4)cc3)Sc3ccccc32)c1	82*	41	0	5	.	8	62*	-7	6	21	2
COc1ccc(OC)c2c(N3CC(C)OC(C)C3)cc(C(F)(F)F)nc12 (stereo not given)	24	8	-27	-19	4	2	-5	0	10	8	9
S=c1[nH]nc(-c2ccc3ccccc3n2)n1-c1ccc2c(c1)OCCO2	-14	-10	-23	-8	11	12	-1	11	-8	3	11
O=[N+]([O-])c1ccc2nonc2c1Nc1ccccc1	25	-15	1	-11	-9	-3	18	-27	4	-6	6
O=C(CN1C(=O)c2ccccc2C1=O)Nc1ccccc1N1CCOCC1	2	2	-36	-4	6	3	3	9	2	-6	14
CCOC(=O)c1ccc(NC(=O)C2CCCN(S(=O)(=O)c3cnc[nH]3)C2)cc1 (stereo not given)	-20	-31	-1	10	1	-18	-26	-16	4	-6	-19
CS(=O)(=O)N1CCC(C(=O)N2CCN(Cc3ccccc3)CC2)CC1	0	6	7	5	-17	12	-3	4	-2	4	8

# Among those listed so far, these contain a CF3 group.
molecule	CF NFkB inh	TWEAK Fn14 block	Shn3 inh set2	KKLEB cytotox	NR2F2 inh	NR5A2 inv ag	TROY NFkB inh	SRC1 inh	LMP1 NFkB inh	TRAIL sens C8	NCOA3 inh
Cc1ccc2c(c1)c1nnc(SCC(=O)Nc3ccccc3C(F)(F)F)nc1n2CC(=O)O	10	19	9	-3	-9	-8	2	-5	8	-6	6
COc1ccc(OC)c2c(N3CC(C)OC(C)C3)cc(C(F)(F)F)nc12 (stereo not given)	24	8	-27	-19	4	2	-5	0	10	8	9

# Continuation:
molecule	CF NFkB inh	TWEAK Fn14 block	Shn3 inh set2	KKLEB cytotox	NR2F2 inh	NR5A2 inv ag	TROY NFkB inh	SRC1 inh	LMP1 NFkB inh	TRAIL sens C8	NCOA3 inh
CCCc1cc(=O)[nH]c(SCC(N)=O)n1	10	-6	-17	-5	-18	-7	1	2	4	-3	7
COc1ccc(-n2nnnc2C(CCc2ccccc2)N2CCN(C/C=C/c3ccccc3)CC2)cc1 (stereo not given)	14	7	30	-28	10	-32	19	-9	.	8	18
O=[N+]([O-])c1cccc2nc(-c3ccccc3)c(-c3ccccc3)nc12	26	-19	-49	-1	0	12	-34	17	-2	-15	5
Cc1ccsc1C1C=C(c2cccc(Br)c2)Nc2ncnn21 (stereo not given)	-18	-21	-5	-11	.	39	7	-29	-1	-6	17
O=C1NC2(CCCCCC2)C(=O)N1Cc1ccccc1	20	-1	4	12	-3	3	6	-8	2	-5	7
O=C1c2ccccc2C(=O)N1CCC1=CCCCC1	4	-36	-67	-5	-22	-4	-48	-70	-18	-6	-14
O=C(NCCCN1CCOCC1)c1ccccc1NS(=O)(=O)c1ccc(Br)cc1	8	-5	8	5	-9	-2	-14	4	-23	-7	17
C=CCSc1nc2ccccc2c(=O)n1Cc1ccccc1	-2	6	-17	-5	-2	2	5	-5	-9	30	-2
COc1ccc(N2CC(NS(=O)(=O)c3ccc(F)cc3)CC2=O)cc1 (stereo not given)	-10	11	13	8	-10	-6	-13	-12	1	2	5
COc1ccc(N=c2scc(-c3ccc(OC)cc3)n2CCO)cc1	-9	-7	39	5	15	-15	-3	-24	11	21	-19
COc1cc2c(cc1OC)C(c1cccs1)N(C(=O)c1cccc(S(=O)(=O)N(C)C)c1)CC2 (stereo not given)	10	-34	-23	-4	-7	-3	3	11	-1	1	21
CC(C(=O)N1c2ccc(F)cc2CCC1C)N1C(=O)c2ccccc2C1=O (stereo not given)	7	11	3	5	-4	6	7	0	-9	7	8
CN(CC(=O)NCCc1ccc(S(N)(=O)=O)cc1)CC(=O)Nc1cccc(F)c1	-5	7	6	0	14	6	-11	-13	-15	-14	16
CC12CCCc3c(O)cc(=O)n(c31)-c1ccccc12 (stereo not given)	-2	-12	4	11	-4	-8	26	-23	6	-8	10
CCc1ccccc1OCCCCN1CCCC1	8	-8	-20	5	-11	-8	9	0	-3	-2	5
O=C1OC[C@@H]2CCCN2C(=O)[C@H](CC(=O)N(CCO)Cc2ccccc2)C/C=C\CC[C@@H]1Cc1ccc(F)cc1	-2	-7	14	17	-2	15	10	-20	2	-15	-19
CC(/C=C/c1ccc(O)cc1)=NNc1ccccc1	30	2	10	-8	-13	-30	7	-2	1	-1	-1
COC(=O)c1sc2ncccc2c1OCc1c(Cl)cccc1Cl	6	2	9	-8	-3	10	8	0	1	3	14
N#Cc1ccccc1Cn1c(-c2cscn2)nc2ccccc21	0	22	16	-16	-7	-1	3	6	-3	-6	2
COc1ccc(/C(C)=N\NC(=O)CSc2nnc(C)s2)cc1	-15	-4	-15	12	-3	25	1	3	-11	3	17
Cc1cc(Cl)c(S(=O)(=O)NC2CCCC2)cc1OCC(=O)NC1CCCCC1	2	26	79	8	53*	6	21	17	9	14	17
